Gli-Sufu antag: Gli-Sufu pathway antagonists, primary screen, luciferase luminescence, Sufu-KO-LIGHT cells, uHTS. AID 588413, 2011. inhibition, % at 5 µM. actives 0.74% (n = 340,000). Sufu-KO-LIGHT fibroblasts, Gli luciferase reporter luminescence;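 active = inhibition above about 55%, limit read from the data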;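 note: 0% = DMSO-treated cells and 100% = wells with medium but no cells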
697 NFkB inh: inhibitors of PMA/ionomycin-induced NF-kB reporter, 697 cells, primary screen, B-cell NF-kB inhibitor project, cell-based, luminescence, uHTS; inhibition, % at 4 µM; 697 B-cell NF-kB luciferase reporter, 16 h; actives 0.33% (n = 330,000); in the data active = inhibition above about 35%
CCR6 antag: CCR6 receptor antagonists, primary screen, cell-based, CHO-K1, luminescence, beta-arrestin, uHTS | inhibition, % at 20 µM | AID 493098, 2011 | C-C chemokine receptor type 6 (Homo sapiens), P51684 | CHO-K1 CCR6 PathHunter beta-arrestin, CCL20-stimulated | actives 0.49% (n = 340,000);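 active = compounds whose inhibition of the agonist-driven luminescence signal at 20 µM reaches about 50%, limit read from the data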;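 note: cells stimulated with CCL20 at 14 nM final; plate controls were DMSO with CCL20 for no effect and DMSO without agonist for full effect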
Target sequence (P51684 whole entry, looked up): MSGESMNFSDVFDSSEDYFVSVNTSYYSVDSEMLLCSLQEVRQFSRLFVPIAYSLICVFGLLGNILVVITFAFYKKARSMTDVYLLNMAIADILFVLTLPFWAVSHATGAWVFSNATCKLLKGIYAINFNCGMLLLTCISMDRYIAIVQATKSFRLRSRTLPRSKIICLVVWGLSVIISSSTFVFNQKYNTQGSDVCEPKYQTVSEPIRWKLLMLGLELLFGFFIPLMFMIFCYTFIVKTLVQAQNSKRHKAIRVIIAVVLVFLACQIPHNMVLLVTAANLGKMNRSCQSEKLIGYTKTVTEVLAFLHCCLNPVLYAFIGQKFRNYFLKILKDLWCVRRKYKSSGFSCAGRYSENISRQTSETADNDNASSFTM
UPR CHOP act: activators of apoptotic CHOP UPR arm, primary screen, cell-based, CHO-CHOP luciferase reporter, luminescence, uHTS; UPR activation; percent of tunicamycin response over DMSO baseline; actives 0.34% (n = 330,000); activation, % at 10 µM;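 active = at 10 µM dose, activation of 40% or more, normalized to positive control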;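 note: 100% = tunicamycin at 10 µg/mL and 0% = DMSO alone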
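Evaluation: % reporter activation, DMSO baseline versus tunicamycin full activation; System: CHO-CHOP luciferase reporter cell line; Input: 500 cells/well; Incubation: 6 h compound treatment, 37 °C; Measured by: Steady-Glo luciferase luminescence; Dosing: one dose, 10 µM in 0.5% DMSO; Buffer or medium: F12 medium, 10% FBS; Benchmarks: positive tunicamycin 10 µg/mL, negative DMSO alone.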
Mdm2 MdmX PPI: inhibitors of human Mdm2-MdmX association, primary screen, cell-based, luminescence, split luciferase, SaOS-2, uHTS; AID 485346, 2010; SaOS-2 split-luciferase Mdm2/MdmX complementation; Protein Mdm4 (Homo sapiens) + E3 ubiquitin-protein ligase Mdm2 (Homo sapiens), …; inhibition, % at 8 µM; actives 3% (n = 330,000);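 active = inhibition of at least 50% at 8 µM in the primary screen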
XBP1 UPR activ: activators of adaptive XBP1 UPR arm, primary screen, cell-based, CHO-XBP1 luciferase reporter, luminescence, uHTS; IRE1-XBP1 UPR activation; percent of tunicamycin response, DMSO as zero; activation, % at 20 µM; actives 0.33% (n = 330,000); AID 463104, 2010;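 active = versus positive control, 20 µM dose yields 30% or more activation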;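 note: 100% = tunicamycin at 10 µg/mL and 0% = DMSO only wells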
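Material: CHO-XBP1 cells stably carrying IRE1-XBP1-driven luciferase reporter | Medium: F12 with 10% serum | Compound dosing: 20 µM single concentration, DMSO 1% | Incubation: Overnight seeding at 37 °C, 6 h compound treatment at 37 °C | Detection: Steady-Glo luminescence read | Read-out basis: % activation of reporter signal versus tunicamycin and DMSO controls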
Jurkat NFkB inh: inhibitors of induced NF-kB luciferase reporter, primary screen, TCR NF-kB activation inhibitor project, cell-based, luminescence, uHTS. Jurkat, PMA/ionomycin-induced NF-kB luciferase reporter. inhibition, % at 4 µM. actives 0.53% (n = 330,000). AID 435003, 2010; in the data active = inhibition above about 50%
CXCR6 block: CXCR6 receptor inhibitors, primary screen, cell-based, beta-arrestin, luminescence, CHO-K1 PathHunter, 1536-well | C-X-C chemokine receptor type 6 (Homo sapiens), O00574 | inhibition, % at 20 µM | actives 0.36% (n = 360,000); in the data active = inhibition above about 34%, passing the limit was not always enough;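 note: antagonist mode with CXCL16 agonist at 10 nM final; 0% = 10 nM CXCL16 with DMSO and 100% = unstimulated wells without agonist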
Target sequence (O00574 whole entry, looked up): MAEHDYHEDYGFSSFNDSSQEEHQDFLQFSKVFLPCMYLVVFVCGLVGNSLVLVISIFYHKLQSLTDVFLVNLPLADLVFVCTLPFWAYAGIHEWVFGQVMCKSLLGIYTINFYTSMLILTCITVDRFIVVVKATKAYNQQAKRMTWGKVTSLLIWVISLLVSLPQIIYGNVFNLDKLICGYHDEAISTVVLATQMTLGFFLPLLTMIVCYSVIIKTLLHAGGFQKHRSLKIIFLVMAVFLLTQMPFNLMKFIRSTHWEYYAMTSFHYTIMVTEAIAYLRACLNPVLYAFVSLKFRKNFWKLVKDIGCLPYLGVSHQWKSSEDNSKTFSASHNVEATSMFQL
EBI2 block: EBI2 receptor antagonists, beta-arrestin recruitment, primary screen, cell-based, luminescence, 7a,25-OHC stimulation, uHTS; 7a,25-OHC stimulated; inhibition, % at 5 µM; actives 0.81% (n = 360,000); in the data active = inhibition above about 38%;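 note: enzyme fragment complementation signal reports receptor beta-arrestin coupling in cells; 0% = agonist plus DMSO wells and 100% = wells without agonist; some results beyond the cut were filed as inactive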
Numbers without * were called inactive; . = not tested or not shown; & = joins results of further samples.

nr | mol | Gli-Sufu antag | 697 NFkB inh | CCR6 antag | UPR CHOP act | Mdm2 MdmX PPI | XBP1 UPR activ | Jurkat NFkB inh | CXCR6 block | EBI2 block
1 | O=C(c1cccnc1)N1CCN(c2ccc(Cl)cc2)CC1 | 8 | -14 | -5 | -0.7 | -13 | -3 | 2 | 6 | -4
2 | CC(=O)Nc1ccc(NC(=O)c2c(C)nc3ccccn23)cc1 | -1 | -3 | 5 | -0.4 | 10 | 1 | -27 | -5 | -7
3 | C=CCN(c1ccccc1)S(=O)(=O)c1cccc(C(=O)NCC(c2ccc(F)cc2)N2CCOCC2)c1 (stereo not drawn) | 7 | 16 | 13 | 1.7 | 13 | 1 | 0 | 0 | 8
4 | CN(CC(=O)NCC1CCCO1)S(=O)(=O)c1ccc(Br)cc1 (stereo not drawn) | -5 | -25 | 10 | 1.3 | 7 | -1 | -13 | 2 | 1
5 | COc1ccnc(N=CNOCc2ccc(F)cc2Cl)c1C#N | -8 | -14 | -15 | -0.9 | 13 | 6 | -32 | -5 | -4
6 | O=C(NC(Cc1c[nH]c2ccccc12)C(=O)N/N=C/c1ccc(Cl)cc1)c1cccs1 (stereo not drawn) | -2 | 0 | -27 | 0.0 | -11 | -2 | 0 | -2 | 12
7 | N#Cc1ccccc1OCC(=O)NCC(c1cccs1)N1CCOCC1 (stereo not drawn) | 1 | 1 | 8 | 2.1 | 1 | -5 | 11 | 6 | -1
8 | CCCCc1n[nH]c(=S)n1Cc1ccc(Cl)cc1 | 22 | 6 | 12 | -2.2 | -27 | -2 | 1 | 0 | -9
9 | C=CCn1c(N)c(C(=O)N2CCN(C)CC2)sc1=S | 2 | 11 | -10 | -3.0 | 6 | 1 | 4 | 1 | 10
10 | CCc1nc2oc3cc(OC)ccc3c(=O)c2c(=O)n1Cc1ccccc1 | 7 | 11 | 4 | -1.0 | 13 | -3 | 2 | -4 | -6
11 | CCc1c(C)nc2ncnn2c1N1CCC(C(=O)NCc2cccc(OC)c2)CC1 | 5 | -1 | 7 | 0.1 | 7 | -1 | 13 | -4 | -13
12 | O=C(COC(=O)CCc1c[nH]c2ccccc12)NCc1ccc(Cl)cc1 | 1 | 7 | 13 | 4.3 | 4 | -2 | -10 | 7 | -7
13 | COc1ccc(C(=O)Nc2ccc(N3CCCC3)cc2)cc1 | -8 | 2 | -16 | -1.6 | 17 | 0 | -6 | -2 | 2
14 | O=C(CSc1nnc(COc2ccc(Cl)cc2Cl)o1)Nc1ccccn1 | -12 | -3 | -4 | -4.9 | 19 | -3 | -1 | 6 | -17
15 | Cc1cc(NC(=O)Cn2cnc3sc(C)c(C)c3c2=O)no1 | -9 | 12 | -5 | -0.4 | 5 | -3 | -2 | -8 | -6
16 | CC1=CC(=O)c2ccccc2C1=O | 4&-3 | 9&-13 | 16&-5 | 0.2&2.3 | 26&2 | -10&-6 | 15&5 | 5&-1 | -10&-7
17 | O=C(c1ccc(S(=O)(=O)N2CCOCC2)cc1)N1CCN=C1SCc1cccnc1 | -3 | -12 | 14 | 1.4 | -24 | -2 | 0 | 2 | -3
18 | Cn1c(SCC(=O)NNC(=O)Cc2ccccc2)nc2ccccc2c1=O | 3 | 14 | -3 | -0.9 | 16 | -1 | 6 | 1 | 6
19 | O=C(OC(C(=O)NCC1CCCO1)c1ccccn1)c1cccs1 (stereo not drawn) | -15 | 19 | 8 | -0.9 | 10 | -4 | 1 | 2 | 0
20 | O=C(NCc1ccccn1)c1nn(-c2ccccc2)c(=O)c2ccccc12 | 9 | 7 | 1 | -1.8 | 18 | -2 | -1 | 0 | 12
21 | Cc1c(-c2ccc(Cl)cc2)oc(=O)c2c(N)n(-c3ccccc3)nc12 | 25 | -112 | 1 | 28 | 86* | 21 | -40 | -1 | 3
22 | COc1ccc(OC)c(-c2nc3c(C)n[nH]c(=O)c3[nH]2)c1 | 1 | 5 | 3 | -1.9 | 43 | 0 | -22 | 4 | -10
23 | CCOC(=O)Nc1cc(OC)c(OC)cc1Cc1nccc2cc(OC)c(OC)cc12 | 4 | 18 | 1 | 1.1 | 22 | 1 | 2 | 0 | -6
24 | COc1ccc(S(=O)(=O)NCc2cccnc2)cc1Br | 59* | -14 | -4 | 4.1 | 27 | -6 | 31 | -5 | -13
25 | CCCCC(=O)Nc1ccc(C(=O)NNC(=S)NC(=O)c2ccco2)cc1 | 1 | -6 | 21 | 0.5 | -13 | -3 | 7 | 4 | -10
26 | O=C(NC(NC(=S)Nc1ccccc1C(=O)O)C(Cl)(Cl)Cl)c1ccco1 (stereo not drawn) | -1 | 1 | 14 | -0.7 | 7 | -1 | 11 | 0 | -27
27 | COCCCNc1nc(N)c([N+](=O)[O-])c(NC2CCCCC2)n1 | -1 | -78 | 11 | 0.4 | -20 | 15 | 9 | 0 | 14
28 | CCOCCCNC(=O)C(c1ccc(C)cc1)N(Cc1cccs1)C(=O)c1ccccn1 (stereo not drawn) | -7 | 4 | -11 | -2.2 | 8 | 1 | -8 | -2 | 6
29 | COCC1CCCCN1C(=O)c1cccc(OC2CCN(C(=O)C3CC3)CC2)c1 (stereo not drawn) | . | -29 | 15 | 2.3 | -13 | 1 | -26 | -7 | -4
30 | O=C(NN1C(=O)/C(=C/c2cccs2)SC1=S)c1cccnc1 | 12 | 8 | 17 | 0.0 | -8 | -1 | -7 | 5 | 18
31 | CCS(=O)(=O)c1ccc(C(=O)Nc2cccc(Cl)c2)c(Cl)c1Cl | 1 | -46 | 27 | 0.4 | 35 | -4 | -20 | -7 | 7
32 | CN(CC(=O)Nc1ccc(F)cc1)C(=O)CN1C(=O)NC2(CCCCC2)C1=O | -1 | -8 | 10 | 0.5 | 9 | -2 | -10 | 1 | 11
33 | CCN(CC)CCCNC(=O)c1cc2nc(-c3ccccc3)cc(C(F)(F)F)n2n1 | 7 | 1 | 6 | 2.3 | 10 | 1 | -23 | 8 | 5
34 | Oc1cc2c(cc1CN1CCN(c3ncccn3)CC1)OCO2 | -1 | 3 | 0 | 2.8 | 34 | -3 | -2 | 4 | -2
35 | O=C1C(c2ccc(F)cc2)N(C2CCCCC2)C(=O)CN1C1CCCC1 (stereo not drawn) | -21 | 19 | 12 | 1.0 | 18 | 2 | 8 | 12 | -1
36 | O=C(c1cccc(S(=O)(=O)N2CCCc3ccccc32)c1)N1CCN(c2ccccc2)CC1 | 52 | 13 | 40 | 0.0 | 19 | -3 | -7 | 11 | 15
37 | Cc1ccc(S(=O)(=O)CCC(=O)OCC(=O)NCc2ccc(Cl)cc2)cc1 | -10 | 6 | -7 | -0.8 | 6 | 0 | -6 | -5 | -10
38 | COc1ccc(Nc2nc(-c3cccs3)nc3ccccc23)cc1S(=O)(=O)N1CCOCC1 | 0 | 9 | 11 | 3.6 | 85* | 25 | 27 | 6 | -38
39 | Cn1nc([N+](=O)[O-])nc1N1CCOCC1 | 3 | 9 | 15 | -0.8 | -10 | 2 | 8 | 1 | -5
40 | Cc1ccnc(NC(=O)/C=C/c2ccccc2[N+](=O)[O-])c1 | . | -102 | . | -0.7 | -204 | -1 | -94 | . | .
41 | Cc1csc(CN(C)C(=O)C2CCC(=O)N(Cc3ccc(Cl)cc3)C2)n1 (stereo not drawn) | -12 | -10 | -5 | 3.6 | -11 | 0 | 12 | -12 | -1
42 | CC(=O)/C=C1/C(=O)Nc2ccccc21 | -2 | 16 | 76* | 0.8 | 13 | 6 | 0 | 31 | 11
43 | CCN1CCN(c2oc(-c3ccc(OC)cc3)nc2C#N)CC1 | 5 | 19 | 2 | -1.9 | 4 | -2 | -7 | -2 | 5
44 | CC(C)CN(C(=O)COC(=O)Cc1n[nH]c(=O)c2ccccc12)C1CCS(=O)(=O)C1 (stereo not drawn) | 0 | 14 | 1 | -1.7 | 14 | 0 | -4 | -5 | 1
45 | Nc1ncc(-n2cncn2)c(-c2ccc(Cl)cc2)n1 | -1 | 14 | 10 | 2.5 | 13 | -1 | 13 | -5 | 5
46 | CCSc1nc2c(c(=O)n1CC)SC(C)C2 (stereo not drawn) | -10 | 10 | -4 | -1.5 | -11 | 2 | -1 | -3 | 0
47 | CC(=O)c1sc(NC(=O)COc2ccc(Cl)cc2Cl)nc1C | -46 | -43 | 8 | 3.9 | -1 | -1 | -37 | -7 | 10
48 | O=C(c1ccc(-c2cccc(C(F)(F)F)c2)o1)N1CCOCC1 | -26 | -20 | 16 | 1.5 | 1 | 5 | -38 | -6 | -4
49 | CC(NC(=O)CNC(=O)c1sc2ccccc2c1Cl)c1cccnc1 (stereo not drawn) | -8 | 13 | 3 | -1.3 | -18 | 0 | 1 | -3 | -11
50 | COC(=O)/C=C/C(=O)N1CCN(c2ccccc2)CC1 | 3 | . | 1 | . | . | . | . | -1 | -19

Next compounds follow.
nr | mol | Gli-Sufu antag | 697 NFkB inh | CCR6 antag | UPR CHOP act | Mdm2 MdmX PPI | XBP1 UPR activ | Jurkat NFkB inh | CXCR6 block | EBI2 block
51 | COCCCNC(=O)c1c(N)n(-c2ccc(S(N)(=O)=O)cc2)c2nc3ccccc3nc12 | 8 | 4 | -7 | -0.9 | 19 | -2 | 1 | -2 | -1
52 | O=C(O)CC(NS(=O)(=O)c1c(F)cc(F)cc1Br)c1ccccc1Cl (stereo not drawn) | -29 | 22 | 4 | 1.2 | 7 | -3 | -4 | -1 | -5
53 | CN(C)C(/C=C/Nc1ccc(C#N)cc1)=C(C#N)C#N | -2 | 3 | 16 | -2.6 | 23 | 2 | -16 | 3 | -3
54 | COc1ccc(C)cc1Nc1n[n+](-c2ccccc2)c(-c2cc(OC)c(OC)cc2Br)s1 | 10 | -1 | 3 | -2.8 | 10 | -1 | -22 | 5 | 23
55 | Cc1cc(C)n(CCCNC(=O)C(C)(C)Oc2ccc(Cl)cc2)n1 | 4 | 12 | 18 | 0.0 | 17 | -2 | -20 | 3 | 14
56 | CN1CCN(S(=O)(=O)c2ccc(=O)[nH]c2)CC1 | 3 | 9 | -7 | 0.1 | 12 | -5 | 3 | -5 | 5
57 | CSC(=NNC(=O)c1ccccc1O)SC | -14 | 12 | 4 | -4.3 | 16 | 3 | -7 | 3 | -2

From PubChem BioAssay
